pPAFAH FP inh: inhibitors of human plasma PAF acetylhydrolase (pPAFAH); inhibition, % at 3.39 µM; Q13093; recombinant pPAFAH, FP-rhodamine probe fluorescence polarization; 330,000 compounds, 1.5% hits;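 active = inhibition above the mean inhibition across the screen plus 3 SD, cut at about 25% in these data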;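 also: inhibitors block binding of the rhodamine activity-based probe so polarization drops; 0% = enzyme with DMSO and 100% = wells lacking pPAFAH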
Target sequence (Q13093 whole entry, looked up): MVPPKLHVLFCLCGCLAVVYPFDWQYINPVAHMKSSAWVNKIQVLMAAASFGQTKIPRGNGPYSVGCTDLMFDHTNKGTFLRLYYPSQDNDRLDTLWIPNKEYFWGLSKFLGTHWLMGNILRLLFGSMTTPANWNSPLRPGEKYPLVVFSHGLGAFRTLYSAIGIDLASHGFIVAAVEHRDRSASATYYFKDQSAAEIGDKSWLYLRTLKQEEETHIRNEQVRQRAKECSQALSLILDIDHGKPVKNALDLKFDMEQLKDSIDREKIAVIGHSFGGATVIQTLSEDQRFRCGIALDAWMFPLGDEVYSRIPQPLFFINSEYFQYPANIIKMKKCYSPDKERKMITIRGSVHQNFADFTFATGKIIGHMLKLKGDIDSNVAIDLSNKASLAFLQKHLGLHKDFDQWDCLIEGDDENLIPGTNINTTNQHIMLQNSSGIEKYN
PAFAH1B2 FP inh: blocks human PAF acetylhydrolase 1b catalytic subunit 2; P68402; 340,000 compounds, 1.2% hits; inhibition, % at 3.39 µM; recombinant PAFAH1B2, FP-rhodamine activity probe, fluorescence polarization;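 active = inhibition above the mean of all tested compounds plus 3 SD, cut at about 24% in these data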;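 also: 0% = enzyme with DMSO and 100% = wells lacking PAFAH1B2; many of its hits are not listed in these tables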
Target sequence (P68402 whole entry, looked up): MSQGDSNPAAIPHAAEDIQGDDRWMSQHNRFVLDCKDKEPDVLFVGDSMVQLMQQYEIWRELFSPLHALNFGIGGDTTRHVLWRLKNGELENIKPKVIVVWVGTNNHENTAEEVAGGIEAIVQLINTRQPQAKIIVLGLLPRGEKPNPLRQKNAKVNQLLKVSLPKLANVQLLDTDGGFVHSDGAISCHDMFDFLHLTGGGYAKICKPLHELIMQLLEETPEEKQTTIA
EBNA-1 inhibitor: blocks EBNA-1 binding to DNA; EBNA-1 DNA binding, fluorescence polarization; inhibition, % at 14.8 µM; 300,000 compounds, 0.34% hits; in the data active = inhibition above about 28%
PAFAH2 FP inh: PAFAH2 (human) inhibition. inhibition, % at 3.39 µM. recombinant PAFAH2, FP-rhodamine activity probe, fluorescence polarization. 340,000 compounds, 0.99% hits. Q99487;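 active = inhibition above the mean over all tested compounds plus 3 SD, cut at about 30% in these data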;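 also: inhibitors block probe labeling of enzyme so polarization drops; 0% = enzyme with DMSO and 100% = wells lacking PAFAH2 protein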
PAFAH1B3 FP inh: blocks human PAF acetylhydrolase 1B catalytic subunit 3. Q15102. recombinant PAFAH1B3, FP-rhodamine probe, fluorescence polarization. inhibition, % at 3.39 µM. 340,000 compounds, 0.28% hits. AID 492972;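 active = inhibition above the screen-wide average of all tested compounds plus 3 SD, cut at about 25% in these data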;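 also: 0% = enzyme with DMSO only and 100% = wells lacking PAFAH1B3 protein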
Target sequence (Q15102 whole entry, looked up): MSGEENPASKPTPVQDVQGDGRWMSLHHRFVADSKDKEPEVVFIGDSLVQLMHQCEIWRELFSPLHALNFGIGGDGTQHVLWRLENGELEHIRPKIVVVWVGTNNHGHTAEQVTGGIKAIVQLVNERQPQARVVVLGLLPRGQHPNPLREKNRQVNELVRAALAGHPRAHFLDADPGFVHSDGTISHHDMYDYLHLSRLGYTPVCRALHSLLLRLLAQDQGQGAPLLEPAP
PREPL inh: inhibitors of human prolyl oligopeptidase-like enzyme PREPL | Q4J6C6 | recombinant PREPL, fluorescence polarization activity-based probe | inhibition, % at 5.96 µM | 320,000 compounds, 0.68% hits | AID 2751; in the data active = inhibition above about 43%;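 also: 0% = enzyme with DMSO and 100% = wells lacking enzyme; many of its hits are not listed in these tables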
LYPLA2 inh: LYPLA2 (human) inhibition in PME1 counter-screen; recombinant LYPLA2, FP-Rh probe fluorescence polarization; inhibition, % at 5.9 µM; 320,000 compounds, 0.38% hits;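 active = inhibition above the screen-wide mean plus 3 SD, limit set per campaign, cut at about 26% in these data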;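 also: 0% = LYPLA2 with DMSO and 100% = wells lacking LYPLA2 enzyme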
ZTA DNA inh: blocks Epstein-Barr virus ZTA, an EBNA-1 counter-screen; 320,000 compounds, 0.15% hits; ZTA-DNA binding, fluorescence polarization; P03206; inhibition, % at 11 µM; in the data active = inhibition above about 33%
LYPLA1 counter: LYPLA1 (human) inhibition in PME1 counter-screen. O75608. recombinant LYPLA1, FP-Rh probe fluorescence polarization. inhibition, % at 5.9 µM. 320,000 compounds, 0.16% hits;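 active = inhibition above the mean of all tested compounds plus 3 SD, set per campaign, cut at about 14% in these data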;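 also: inhibitors block serine hydrolase probe labeling of LYPLA1 so polarization falls; 0% = enzyme with DMSO and 100% = wells lacking LYPLA1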
Starred values were filed as active, the others as inactive; . = not tested or not shown.

Start of the data: the first 6 compounds (preview)
#	smiles	pPAFAH FP inh	PAFAH1B2 FP inh	EBNA-1 inhibitor	PAFAH2 FP inh	PAFAH1B3 FP inh	PREPL inh	LYPLA2 inh	ZTA DNA inh	LYPLA1 counter
1	Cc1cc(C)nc(NS(=O)(=O)c2ccc(N3C(=O)C4C5C=CC(C5)C4C3=O)cc2)n1 (configuration not stated)	-4	0	2	-2	-3	-1	0	12	1
2	Cc1ccc2c(c1)C1(C(=O)N2C)N2CC3(C)CN1CC(C)(C2)C3=O (configuration not stated)	-6	-6	1	-2	1	-6	-1	5	1
3	COc1ccc(C(=S)N2CCCC2)cc1OC	-2	2	10	0	-1	-3	-3	1	1
4	COc1cc(NC(=O)c2cccc(S(=O)(=O)N3CCCCC3)c2)cc(OC)c1OC	-2	6	.	4	3	9	.	.	.
5	Clc1cccc(/C=N/Nc2nc(Cl)nc3ccccc23)c1	18	1	7	-9	-1	46*	6	8	-3
6	CC(=O)NNc1cc(N2CCOCC2)nc(N2CCOCC2)n1	6	5	-4	4	5	-10	1	-8	1

All compounds of this part, repeating the preview:
#	smiles	pPAFAH FP inh	PAFAH1B2 FP inh	EBNA-1 inhibitor	PAFAH2 FP inh	PAFAH1B3 FP inh	PREPL inh	LYPLA2 inh	ZTA DNA inh	LYPLA1 counter
1	Cc1cc(C)nc(NS(=O)(=O)c2ccc(N3C(=O)C4C5C=CC(C5)C4C3=O)cc2)n1 (configuration not stated)	-4	0	2	-2	-3	-1	0	12	1
2	Cc1ccc2c(c1)C1(C(=O)N2C)N2CC3(C)CN1CC(C)(C2)C3=O (configuration not stated)	-6	-6	1	-2	1	-6	-1	5	1
3	COc1ccc(C(=S)N2CCCC2)cc1OC	-2	2	10	0	-1	-3	-3	1	1
4	COc1cc(NC(=O)c2cccc(S(=O)(=O)N3CCCCC3)c2)cc(OC)c1OC	-2	6	.	4	3	9	.	.	.
5	Clc1cccc(/C=N/Nc2nc(Cl)nc3ccccc23)c1	18	1	7	-9	-1	46*	6	8	-3
6	CC(=O)NNc1cc(N2CCOCC2)nc(N2CCOCC2)n1	6	5	-4	4	5	-10	1	-8	1
7	CCn1cc(C(=O)NCc2ccccc2F)c(=O)c2ccc(C)nc21	4	10	9	7	13	-7	-2	-2	0
8	COc1ccc2c(c1)c1nc3ccccc3nc1n2Cc1ccc(OC(C)C)c(OC)c1	2	-1	1	-7	-4	14	1	-8	-2
9	Cc1ccc(NC(=O)NC(=O)COc2ccc(Cl)cc2Cl)c(C)c1	4	-4	2	2	5	9	3	-8	3
10	C=CCOC(=O)C1CC=CCC1C(=O)Oc1ccc(F)cc1F (configuration not stated)	11	2	13	-5	4	-3	1	3	1
11	O=C(/C=C/c1ccccc1)Nc1cccnc1	4	3	4	-2	12	-6	2	2	0
12	COc1cc([N+](=O)[O-])ccc1N	0	-2	5	0	-2	-7	4	10	1
13	COC(=O)c1ccccc1NC(=O)Oc1ccc(F)cc1	3	0	-7	2	-4	12	1	-5	1
14	COc1cccc(N2CCN(C(=O)C3CCN(S(=O)(=O)c4ccc5c(c4)oc(=O)n5C)CC3)CC2)c1	3	3	-1	0	2	8	22	-18	0
15	COCCN(C(=O)COC(=O)CCCOc1ccccc1)c1c(N)n(Cc2ccccc2)c(=O)[nH]c1=O	6	5	-6	-2	7	-6	3	-3	1
16	Cc1ccsc1C(=O)N(C)C1CCS(=O)(=O)C1 (configuration not stated)	2	5	.	-2	7	2	-2	3	-1
17	COCc1cc(C)nc(OCC(=O)N/N=C\c2cc(C)n(-c3cccc(C(F)(F)F)c3)c2C)c1C#N	10	-1	3	-2	3	9	5	-14	-3
18	COc1ccc(N(Cc2cc3cc(OC)ccc3[nH]c2=O)S(=O)(=O)c2ccc(NC(C)=O)cc2)cc1	1	3	-4	3	10	-6	-5	4	-11
19	O=C(CN1C(=O)NC2(CCCCCC2)C1=O)Nc1ccc([N+](=O)[O-])cc1	2	0	.	6	7	31	.	.	.
20	CC1(C)CC(=O)C2=C(C1)OC(/N=C/N1CCOCC1)=C(C#N)C2c1ccccc1 (configuration not stated)	-1	5	3	-2	4	16	2	-4	1
21	CCOC(=O)CSc1nnc(-c2cccc(Cl)c2)n1CC	5	10	8	6	3	1	3	-2	3
22	COc1cc(/C=C(\C#N)C(=O)NCC2CCCO2)ccc1OCCC(C)C (configuration not stated)	15	1	-7	4	3	4	1	-1	-3
23	O=C1N[C@@H](Cc2ccccc2)C(=O)N2[C@H]3Nc4ccccc4[C@@]3([C@]34C[C@H]5C(=O)N[C@@H](Cc6ccccc6)C(=O)N5[C@H]3Nc3ccccc34)C[C@@H]12	6	.	13	.	.	32	-7	16	-2
24	CC1(C)CC(n2c(=S)[nH]c3ccccc3c2=O)CCO1 (configuration not stated)	4	5	-1	1	0	6	8	-14	2
25	Cc1ccc(C2=NS(=O)(=O)N(C)C(C(=O)NCc3cccs3)=C2)cc1	4	7	9	-5	2	-13	1	-5	2
26	Cc1cccn2c(=O)c(/C=C(\C#N)S(=O)(=O)c3ccccc3)c(Oc3ccc(Cl)cc3)nc12	4	2	14	-9	-4	-8	3	-16	1
27	CC(=O)Oc1ccccc1C(=O)Nc1ncc([N+](=O)[O-])s1	14	.	6	.	.	7	-3	-3	1
28	Cn1c(SCC(=O)Nc2nccs2)nnc1-c1ccco1	5	7	-2	5	15	-6	5	-22	2
29	N=c1n(CCO)c2ccccc2n1CCOc1ccccc1	0	-3	-2	-8	9	-23	3	-11	3
30	COc1ccc(S(=O)(=O)N2CCCC2)cc1C(=O)O	-6	1	-5	-2	7	10	4	-6	-3

Other compounds follow:
#	smiles	pPAFAH FP inh	PAFAH1B2 FP inh	EBNA-1 inhibitor	PAFAH2 FP inh	PAFAH1B3 FP inh	PREPL inh	LYPLA2 inh	ZTA DNA inh	LYPLA1 counter
31	CCN1CCN(C(c2ccccc2F)c2nnnn2Cc2ccc3c(c2)OCO3)CC1 (configuration not stated)	8	2	2	-1	3	20	4	3	1
32	COC(=O)Cc1[nH]nc2c1C(c1cccc(OC)c1OC)C(C#N)=C(N)O2 (configuration not stated)	2	-3	-4	5	16	0	-4	-1	-2
33	O=C(Cc1cc(=O)[nH]c(=O)[nH]1)NCCN1CCOCC1	0	2	-1	4	11	4	-7	-6	-6
34	CCOC(=O)c1c(NC(=O)CSc2cccc[n+]2[O-])sc(C(=O)Nc2ccccc2)c1C	8	4	7	-4	5	-3	-9	-6	-4
35	CCOC(=O)C1Oc2ccccc2C(C(=O)OC)=C1C(=O)OC (configuration not stated)	8	6	.	-1	7	.	.	.	.
36	O=C(CCSc1ccccc1)N1CCOCC1	-4	0	5	1	1	-3	-10	4	-4
37	COC(=O)CNC(=O)COC(=O)Cc1ccc(Cl)cc1	0	6	-3	8	8	5	4	-24	-5
38	Cc1cccc(Oc2nc(-c3cccc([N+](=O)[O-])c3)nc3ccccc23)c1C	2	-1	-1	-5	11	11	9	-9	4
39	CCCCCOC(=O)c1ccc(NC(=O)c2ccco2)cc1	7	-2	0	-1	3	1	-3	-9	-8
40	CCCCCCC1/C(=N\NC(=O)c2ccccc2)CCC1C(=O)OC (configuration not stated)	4	4	11	-7	6	-3	-4	13	0
41	O=C(O)[C@@H]1Cc2c([nH]c3ccccc23)C2CCC(=O)N21 (some centres not stated)	7	-1	2	8	1	6	-2	-4	-1
42	O=C1CCC(C(=O)Nc2nnc(C3CC3)s2)=NN1	4	1	-8	3	2	-2	8	-28	1
43	O=C(NC1CCCCC1)c1cc(S(=O)(=O)N2CCCC2)ccc1Cl	1	2	1	-4	4	-5	-6	8	-8
44	CC1CCCCN1CC(=O)Nc1sc2c(c1C#N)CCC2 (configuration not stated)	6	4	-4	-9	1	-1	-1	-9	0
45	CC(=O)Nc1cccc(Cl)c1C(=O)O	2	3	6	5	7	1	5	22	2
46	CCCc1nc2oc3ccccc3c(=O)c2c(=O)n1-c1ccccc1	-2	.	8	.	.	4	0	11	2
47	O=C(OCc1ccccc1)c1ccc(Br)o1	-1	2	-9	5	5	8	2	-11	0
48	C=CCn1c2ccccc2c(=O)c2cc(C#CC[C@@H](C)O)ccc21	2	-4	.	3	7	4	-14	9	-6
49	CCOC(=O)C(C)Oc1nc(Oc2ccccc2)nc(N(C)C)n1 (configuration not stated)	1	2	1	0	5	-1	-4	-2	1
50	Cc1ccc(CC(=O)NCc2ccc(F)cc2)cc1	2	4	6	3	0	4	0	-9	-3
51	COc1ccc(CCN(C)CC(=O)Nc2ccc(F)c(Cl)c2)cc1OC	0	-5	-12	1	-3	-51	-2	-15	1
52	CC(C)C(NS(=O)(=O)c1cccc2nsnc12)C(=O)N1CCn2c1nc1ccccc12 (configuration not stated)	-15	1	-7	1	4	5	-3	0	0
53	CCN1C(=NCCCOC(C)C)N[C@@H](CCc2ccccc2)[C@H](C(=O)NCCCOC(C)C)[C@H]1C	0	-2	.	-2	6	16	.	.	.
54	CNC(=S)Nc1ccc([N+](=O)[O-])cc1C	0	-1	-1	2	0	-1	-2	3	-4
55	CCC(=O)NNc1ncnc2c1cnn2-c1ccccc1	3	4	-3	5	-1	-6	0	-29	4
56	CN1C(=O)CC(N2CCN(c3ccccc3)CC2)C1=O (configuration not stated)	0	-2	-2	-1	6	1	12	14	4
57	O=C(Nc1ccccc1)c1ccccc1CCc1ccccc1	5	-2	18	4	-2	-45	8	-2	0
58	Cc1cccc(NCN2C(=O)C3C4C=CC(C4)C3C2=O)c1 (configuration not stated)	1	0	18	0	5	1	-1	9	-1
59	C(=N\c1nccs1)/Nc1nccs1	2	0	2	3	9	2	6	11	4
60	CC(NS(=O)(=O)c1ccc(Cl)cc1)C(=O)N1CCOCC1 (configuration not stated)	3	20	1	-5	6	10	1	-1	0

Assay outcomes deposited in PubChem by The Scripps Research Institute Molecular Screening Center.

The list is partial; count on the stated rates, not on these rows.
